AmpC det inh – inhibitors of E. coli AmpC beta-lactamase with detergent. 71,000 compounds, 0.09% hits. P00811. AID 584. purified AmpC, nitrocefin hydrolysis with detergent. Potency, µM (series often up to 28.7 µM), for inactives: at the top dose activity change, negative = inhibition; active means well fitted curve in the direction sought with a large enough effect
Target sequence (P00811 whole entry, looked up): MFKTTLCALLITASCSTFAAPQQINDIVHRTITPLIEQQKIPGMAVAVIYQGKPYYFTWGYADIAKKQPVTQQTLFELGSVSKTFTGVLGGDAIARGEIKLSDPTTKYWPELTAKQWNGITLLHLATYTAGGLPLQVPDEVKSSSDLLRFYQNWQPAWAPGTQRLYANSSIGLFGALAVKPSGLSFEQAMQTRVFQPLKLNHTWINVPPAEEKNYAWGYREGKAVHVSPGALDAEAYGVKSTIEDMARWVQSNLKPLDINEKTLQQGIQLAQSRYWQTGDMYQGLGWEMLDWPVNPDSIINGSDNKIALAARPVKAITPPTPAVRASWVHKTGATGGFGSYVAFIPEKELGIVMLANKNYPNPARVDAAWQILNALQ
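E. coli AmpC (5.3 nM) in 20 mM phosphate pH 7.0 with 0.01% Triton X-100, preincubated 15 min RT with compound; nitrocefin (2 uL of 800 uM stock) hydrolysis followed by 480 nm absorbance every 20 s over 4 min.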
Active calls of the source: *; & = joins results of further samples; [ ] = remark or other dose. On the % scale 0 is the no-effect control and ±100 the full control effect; potency means the concentration at half of the fitted maximal effect.

The first four entries as a preview:
SMILES	AmpC det inh
CCCCCOC(=O)Cn1c(N2CCOCC2)nc2c1c(=O)[nH]c(=O)n2C	-2%
COc1ccc(-c2cc(C(F)(F)F)n3nc(C(=O)N4CCC5(CC4)OCCO5)cc3n2)cc1OC	-3%
COCC(=O)Nc1nc(-c2ccccc2)ns1	-3%
CCn1c(CSc2nnc(-c3ccoc3C)n2C)nc2cc(S(=O)(=O)N(C)C)ccc21	-2%

All compounds of this part, previewed entries included:
SMILES	AmpC det inh
CCCCCOC(=O)Cn1c(N2CCOCC2)nc2c1c(=O)[nH]c(=O)n2C	-2%
COc1ccc(-c2cc(C(F)(F)F)n3nc(C(=O)N4CCC5(CC4)OCCO5)cc3n2)cc1OC	-3%
COCC(=O)Nc1nc(-c2ccccc2)ns1	-3%
CCn1c(CSc2nnc(-c3ccoc3C)n2C)nc2cc(S(=O)(=O)N(C)C)ccc21	-2%
CCOC(=O)c1sc(=NC(=O)c2cc(OC)c(OC)c(OC)c2)n(C)c1C	-2%
Fc1ccc2[nH]c3c(N4CCN(c5ccccc5)CC4)ncnc3c2c1	-4%
O=C(NCc1cccs1)C1CCCN(c2nc3ccccc3o2)C1 (stereo not given)	-2%
CCC1Oc2ccc(C)cc2N(CC(=O)NCCC2=CCCCC2)C1=O (stereo not given)	-1%
Cc1nc(S(=O)(=O)N2CCOCC2)c(C#N)c(C)c1Cl	-3%
CC1(C)CC(=O)C=C(Nc2ccccc2O)C1	-3%
Cc1ccccc1C(=O)N1CCN(c2ccc(NC(=O)c3ccco3)cc2Cl)CC1	-3%
C=CCNC(=O)NC(=O)COC(=O)CCCSc1nc2ccccc2[nH]1	-3%
CCNc1ncc2nc(-c3ccc(OC)cc3)c(=O)n(-c3ccc(OC)cc3)c2n1	-2%
CC(=O)Oc1ccccc1C(=O)Nc1ncc([N+](=O)[O-])s1	11%
CCOc1ccc2[nH]c(=O)c(C(c3nnnn3Cc3ccco3)N3CCCC(C)C3)cc2c1 (stereo not given)	0%
O=C(c1ccco1)N1CCN(C(=O)C2CC(c3ccc(Cl)c(Cl)c3)=NO2)CC1 (stereo not given)	-6%
Cn1nc(C(=O)NCc2cccnc2)c2ccccc2c1=O	-4%
COc1nc(-c2ccc(C)cc2)ccc1-c1noc(-c2cccnc2)n1	-6%
O=C(NC1CCCC1)C(c1ccccc1F)N(C(=O)c1ccco1)C1CCCC1 (stereo not given)	-2%
COc1ccc(C2c3c(oc4ccccc4c3=O)C(=O)N2Cc2ccncc2)cc1OC (stereo not given)	-4%
Cc1ccc(CN2C(=O)CCC2C(=O)NCc2ccc3c(c2)OCO3)cc1 (stereo not given)	-2%
COc1cccc2c(=O)n(CC(=O)N3CCN(c4ccccc4)CC3)ccc12	12%
Cn1cnc(S(=O)(=O)Nc2ccc(C(F)(F)F)cc2)c1	3%
C=CCN1C(=O)C(CC(=O)NCC)SC1=Nc1ccc(S(N)(=O)=O)cc1 (stereo not given)	-6%
O=C(COC(=O)c1ccc(Br)o1)Nc1ccc(S(=O)(=O)N2CCCC2)cc1	1%

For convenience, part of the list above:
SMILES	AmpC det inh
COc1ccc(C2c3c(oc4ccccc4c3=O)C(=O)N2Cc2ccncc2)cc1OC (stereo not given)	-4%
Cc1ccc(CN2C(=O)CCC2C(=O)NCc2ccc3c(c2)OCO3)cc1 (stereo not given)	-2%
COc1cccc2c(=O)n(CC(=O)N3CCN(c4ccccc4)CC3)ccc12	12%
Cn1cnc(S(=O)(=O)Nc2ccc(C(F)(F)F)cc2)c1	3%
C=CCN1C(=O)C(CC(=O)NCC)SC1=Nc1ccc(S(N)(=O)=O)cc1 (stereo not given)	-6%
O=C(COC(=O)c1ccc(Br)o1)Nc1ccc(S(=O)(=O)N2CCCC2)cc1	1%

Further entries:
SMILES	AmpC det inh
CCN1CCc2c(sc(NC(=O)c3ccc(S(=O)(=O)N4CCOCC4)cc3)c2C(N)=O)C1	10%
COC(=O)Nc1cc(C(F)(F)F)ccc1N1CCN(c2ccccc2)CC1	-1%
Cc1cc(OC(=O)CCNC(=O)OC(C)(C)C)c2c3c(c(=O)oc2c1)CCC3	-4%
O=C(O)CCC(=O)Nc1ccccc1N1CCOCC1	1%
CCN(CC)S(=O)(=O)c1cccc(-c2nnc(SCCOc3ccc(Cl)cc3)o2)c1	-5%
Cc1noc(N)c1C(=O)Nc1ccc(F)cc1	-2%
CCCn1nc(C(=O)Nc2cc(C(=O)OC)ccc2C)c2ccccc2c1=O	-6%
Cc1cc(N2CCCC2)nc(-c2ccccc2O)n1	-3%
COc1ccccc1N(CC(=O)NC1CCCCC1)C(=O)CCC(=O)Nc1ccccn1	12%
CCOC(=O)C1CCN(Cc2ccc(F)c(Br)c2)CC1	4%
O=C(c1ccc(-n2cnnn2)cc1)N1CCN(C(c2ccccc2)c2ccccc2)CC1	2%
COc1ccc(CNC(=O)c2cc(-c3ccccc3O)n[nH]2)cc1	-2%
Cc1cc(C)n2nc(S(=O)(=O)N(C)c3ccccc3)nc2n1	5%
Cc1cc(=O)oc2cc(OCC(O)CN3CCc4ccccc4C3)ccc12 (stereo not given)	1%
CN(C)CCCNCCCNC(=O)c1ccco1	-1%
Cn1c(=O)[nH]c(=O)c2c1nc(CN1CCN(c3cccc(Cl)c3)CC1)n2Cc1ccccc1Cl	11%
COC(=O)C1CCN(C(=O)COC(=O)c2n[nH]c3ccccc23)CC1	4%
CCN(CC)CCN(Cc1cc2cc(C)ccc2[nH]c1=O)C(=O)Nc1ccccc1OC	-3%
N#C/C(C(N)=O)=c1/ccc2c(c1)N1C3=C(CCCC3)CC3CCCCC31N=2 (stereo not given)	-2%
O=C(CN1C(=O)c2ccccc2C1=O)N1CCN(c2ccccn2)CC1	-3%
C=CCn1c(SCC(=O)Nc2ccccc2CC)nnc1-c1ccncc1	1%
CNS(=O)(=O)c1cc(OCC(N)=O)c(C)cc1Cl	1%
O=C(COC(=O)CCC(=O)c1ccc2c(c1)OCCO2)NCc1ccc2c(c1)OCO2	18%
Nc1nnnn1NCc1cccc(OCc2ccccc2)c1	-1%
Cc1ccccc1N(CC(=O)NCc1ccncc1)S(C)(=O)=O	-3%

New compounds follow
SMILES	AmpC det inh
FC(F)(F)c1cc(-c2ccccc2)nc(-n2cncn2)n1	-1%
O=C(O)c1cc2ccccc2n1-c1ccccc1	8%
O=C(NC1CCCCCC1)c1cc(S(=O)(=O)N2CCOCC2)ccc1N1CCCCC1	-2%
CC(C)(C)c1cc(NC(=O)COC(=O)c2ccc3c(=O)n4c(nc3c2)CCC4)n(-c2ccccc2)n1	-5%
CC(C)Cn1c(N)c(C(=O)NCc2cccs2)c2nc3ccccc3nc21	14%
Cc1cc(NS(=O)(=O)c2ccc(OCCNS(C)(=O)=O)cc2)no1	-4%
Cc1ccc2c(NC(=O)C3CC3)c(C)ccc2n1	0%
O=C(CN(C(=O)c1cc2c(s1)CCC2)C1CCCC1)NCc1cccs1	-1%
COc1cccc(NC(=O)C2CCCN(S(=O)(=O)c3cccc4cccnc34)C2)c1 (stereo not given)	10%
CCCCNC(=O)CCCn1c(=O)[nH]c2ccc(Br)cc2c1=O	-1%
O=C(O)CCNS(=O)(=O)c1ccc2c(c1)Cc1ccccc1-2	-2%
COc1cccc(-n2c(C)nnc2SCC(=O)Nc2ccccc2N2CCOCC2)c1	-8%
O=C(O)CCC(=O)CCC(=O)c1ccc(Cl)cc1	-3%
C[C@]12CCC(=O)C[C@@H]1CC[C@@H]1[C@@H]2CC[C@]2(C)[C@@H](O)CC[C@@H]12	11%
Cc1ccc(NC(=O)NCCc2ccc(S(N)(=O)=O)cc2)cc1	-8%
Cc1cc2cc(CNC(=O)C3CC3)ccc2n1C	2%
COc1ccc(N(C(=O)Nc2ccc(Cl)cc2)C2=NCCC2)cc1	-4%
O=C(COC(=O)C1c2ccccc2Oc2ccccc21)NC1CCS(=O)(=O)C1 (stereo not given)	2%
Cc1ccc(NC(=O)c2c(O)c3ccccc3n(C)c2=O)nc1	-3%
COc1ccc(N2CCN(S(=O)(=O)c3cccs3)CC2)cc1	-2%
CCOC(=O)C(NC(=O)c1ccccc1)=C1CCCCC1	0%
CCCc1cc(C(=O)Nc2sc(C)c(CC)c2C#N)no1	13%
Fc1ccc(Cn2nnnc2CN2CCN(C3CCCC3)CC2)cc1	13%
Cc1ccc(S(=O)(=O)Nn2c(C)nnc2-n2nc(C)cc2C)cc1	12%
Nc1nc(-c2cccc([N+](=O)[O-])c2)cc(-c2cc(-c3cccc([N+](=O)[O-])c3)nc(N)n2)n1	-2%[5.75 µM]

New compounds follow
SMILES	AmpC det inh
CCC1CCCCN1Cc1ccc(OC)c(OC)c1 (stereo not given)	4%
O=C(CSc1nncs1)NC(=O)NCc1ccccc1	-3%
COc1cc2c(cc1OC)CN(C(=O)CSc1nnc(C)s1)CC2	-2%
CC1(C)Cc2ccccc2C2CC(O)C(=O)N21 (stereo not given)	-4%
COc1cc2c(cc1O)[C@H]1Cc3ccc(OC)c(O)c3CN1CC2	-1%[12.8 µM]
O=C(CSc1nc2ccccc2c(=O)n1CCCO)NCc1ccccc1	0%
CCOc1ccc(C2C(C(=O)c3ccco3)=C(O)C(=O)N2Cc2cccnc2)cc1OC (stereo not given)	14%
C=CCn1c(SCn2nnc3ccccc3c2=O)nnc1-c1ccc(F)cc1	-2%
Cc1noc(C)c1-c1ccc2ncnc(Nc3ccc(F)cc3)c2c1	13%
O=C(c1cc(C(F)(F)F)cc(C(F)(F)F)c1)N1CCC2(CCCN(c3ccccn3)C2)CC1	-3%
CCC(c1nnnn1C(C)(C)CC)N(CCCO)Cc1cc2cccc(C)c2[nH]c1=O (stereo not given)	-1%
CC(Cc1ccccc1)C(=O)NCC1CC1 (stereo not given)	12%
CN(C)c1ccc(-c2nc(NCc3cccnc3)c3ccccc3n2)cc1	-1%
O=C(CS(=O)(=O)Cc1ccccc1)Nc1cccnc1	-2%
CCOc1ccccc1Nc1ncnc2ccccc12	16%
O=C(COC(=O)C1COc2ccccc2O1)NC1CCS(=O)(=O)C1 (stereo not given)	0%
COc1cnn(-c2ccccc2)c(=O)c1N(C)C	-1%
O=C(CCc1ccccc1)NCCCN1CCOCC1	-2%
COC(=O)c1c(C(=O)OC)c(C)n(Cc2cccnc2)c1C	-2%
O=C1CSC(=O)N1CC(O)COc1ccc(Cl)cc1 (stereo not given)	15%
c1ccc(CN2CCN(c3nc(-c4ccccc4)nc(-n4ccnc4)n3)CC2)cc1	-3%
Cn1c(Cc2cccs2)nnc1SCc1nc2ccccc2[nH]1	0%
O=C(O)c1ccccc1C(=O)NCc1cccnc1	2%
COc1cccc(Cn2c(=O)c(-c3cccs3)nc3cnc(N4CCNCC4)nc32)c1	3%
CCCc1nc2sc3c(c2c(=O)n1N)CCC3	6%

An excerpt from above in order of formula weight, low to high.
SMILES	AmpC det inh
CCOc1ccccc1Nc1ncnc2ccccc12	16%
O=C1CSC(=O)N1CC(O)COc1ccc(Cl)cc1 (stereo not given)	15%
Cn1c(Cc2cccs2)nnc1SCc1nc2ccccc2[nH]1	0%
C=CCn1c(SCn2nnc3ccccc3c2=O)nnc1-c1ccc(F)cc1	-2%

(list continues)
SMILES	AmpC det inh
Cc1nn(Cc2ccccc2)c2c1C(c1ccncc1)C(C#N)=C(N)O2 (stereo not given)	-2%
CC[N+](=O)[O-]	8%
O=C(c1ccco1)N1CCC2(CCN(Cc3cc(C(F)(F)F)cc(C(F)(F)F)c3)CC2)CC1	1%
Cc1cccc(C)c1NC(=O)N1CC=C(n2c(=O)[nH]c3ccccc32)CC1	0%
Cc1cc2n(n1)C(c1ccc(N(C)C)cc1)Nc1ccccc1-2 (stereo not given)	-3%
O=C1CC(CCC(=O)NC2CC2)c2ccccc2N1 (stereo not given)	-5%
Cc1ccccc1OCc1nnc(SCC(=O)NCc2ccccc2)n1C	14%
COc1ccc(CCNc2oc(-c3ccco3)nc2C#N)cc1	-2%
COc1ccccc1CCNC(=O)c1ccoc1C	-5%
CC1=C(C(=O)Nc2ccc(F)cc2)C(c2ccc(C)o2)C2=C(CC(C)(C)CC2=O)N1 (stereo not given)	-4%
CC(=O)N1CCN(c2ccc(N=Cc3c(O)n(Cc4ccccc4)c(=O)[nH]c3=O)cc2)CC1	11%
COc1ccc(C2CCN(Cc3cccnc3)CC2O)cc1 (stereo not given)	2%
O=C(Nc1ccc(N2CCCCC2)cc1)c1cncc(Br)c1	8%
CCOP(=S)(OCC)Oc1ccc([N+](=O)[O-])cc1	8%&3%
O=C(COc1ccc2c(c1)C(=O)CC1(CCCCC1)O2)NCc1ccccn1	-1%
O=C(/C=N/O)NCCCN1CCCCCC1	-1%
CCc1ccccc1NC(=O)c1ccc(F)c(S(=O)(=O)N2CCC(C(N)=O)CC2)c1	0%
COC(=O)c1ccc(C(NC(=O)OCc2ccccc2)/C(=C/[C@@H](C)C(=O)Nc2ccc(OC)cc2)c2cccnc2)cc1 (stereo not given in full)	18%
O=C1Cc2ccccc2N1c1ccccc1	-3%
CCOC(=O)c1oc2ccccc2c1NC(=O)CN1CCN(C)CC1	0%
Cc1nc2ccccc2c2oc(C(=O)NC3CC3)cc12	0%
CCS(=O)(=O)c1nc2ccccc2n1CC(=O)N1CCOCC1	-3%
COc1ccc(Cl)cc1NC(=O)C1CCCO1 (stereo not given)	6%
COc1ccc(N2CCN(CCCNS(=O)(=O)c3c(C)noc3/C=C/N(C)C)CC2)cc1	11%
CCCCc1ccc(C(=O)O)nc1	1%

Grouped by structure, the compounds so far containing a nitro group on carbon.
SMILES	AmpC det inh
CC(=O)Oc1ccccc1C(=O)Nc1ncc([N+](=O)[O-])s1	11%
Nc1nc(-c2cccc([N+](=O)[O-])c2)cc(-c2cc(-c3cccc([N+](=O)[O-])c3)nc(N)n2)n1	-2%[5.75 µM]
CC[N+](=O)[O-]	8%
CCOP(=S)(OCC)Oc1ccc([N+](=O)[O-])cc1	8%&3%

Screening data deposited in PubChem BioAssay by National Center for Advancing Translational Sciences (NCATS).

Not all compounds are listed. The share of hits here may be higher or lower than overall.
